AmpC inh detg – inhibitors of E. coli AmpC beta-lactamase with detergent. P00811. AmpC hydrolysis of nitrocefin, absorbance 480 nm, 0.01% Triton. Potency, µM (titrated, usually from 114 µM), for the others: at the highest dose activity change, negative = inhibition, hits mostly inhibitors. actives 0.041% (n = 370,000). AID 485294;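 also: potency is read from the fitted curve at half-maximal effect; 0% = no-compound wells and -100% = no-enzyme wells; nearly all actives have a fitted effect of over 25% in size; some results filed as inactive show a strong effect at the top dose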
Target sequence (P00811 whole entry, looked up): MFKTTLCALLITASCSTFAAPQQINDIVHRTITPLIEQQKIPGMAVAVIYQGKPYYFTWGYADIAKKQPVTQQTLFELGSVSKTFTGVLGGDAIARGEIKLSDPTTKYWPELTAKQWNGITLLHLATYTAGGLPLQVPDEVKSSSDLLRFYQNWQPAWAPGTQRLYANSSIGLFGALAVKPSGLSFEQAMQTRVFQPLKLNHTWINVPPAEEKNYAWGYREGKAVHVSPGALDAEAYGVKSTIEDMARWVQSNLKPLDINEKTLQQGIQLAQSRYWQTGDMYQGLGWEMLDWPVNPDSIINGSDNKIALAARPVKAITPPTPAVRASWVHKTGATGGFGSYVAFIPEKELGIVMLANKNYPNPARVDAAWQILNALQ
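20 mM phosphate pH 7.0 + 0.01% (detergent screen) or 0.0001% Triton X-100; 5.3 nM AmpC reagent; cpd preinc 15 min RT; nitrocefin (800 uM stock) to start; A480 q20 s × 4 min; Activity was normalised to no-enzyme and no-compound control wells.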
AmpC inh no detg – inhibitors of E. coli AmpC beta-lactamase without detergent; P00811; AmpC nitrocefin hydrolysis, absorbance 480 nm, 0.0001% Triton; Potency, µM (highest dose often 57.1 µM), for inactives: at the top dose activity change, negative = inhibition, hits mostly inhibitors; actives 0.52% (n = 330,000);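 also: potency is read from the fitted curve at half-maximal effect; plate controls were no compound for no effect and no enzyme for full effect; nearly all actives have a fitted effect of over 20% in size; some results filed as inactive show a strong effect at the top dose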
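AmpC (5.3 nM in the dispensed reagent) in 20 mM phosphate pH 7.0 with 0.01% (detergent screen) or 0.0001% Triton X-100 was preincubated with compounds for 15 min at room temperature. Nitrocefin was then added from an 800 uM solution, and hydrolysis was followed at 480 nm.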
LmPK inhibitor – blocks Leishmania mexicana pyruvate kinase activity; Potency, µM (doses to about 57.5 µM), for inactives: at the highest dose activity change, negative = inhibition, actives largely listed as inhibitors; Q27686; actives 0.37% (n = 290,000); purified LmPK, Kinase-Glo ATP luminescence, 1 h; also: potency is read from the fitted curve at half-maximal effect
Target sequence (Q27686 whole entry, looked up): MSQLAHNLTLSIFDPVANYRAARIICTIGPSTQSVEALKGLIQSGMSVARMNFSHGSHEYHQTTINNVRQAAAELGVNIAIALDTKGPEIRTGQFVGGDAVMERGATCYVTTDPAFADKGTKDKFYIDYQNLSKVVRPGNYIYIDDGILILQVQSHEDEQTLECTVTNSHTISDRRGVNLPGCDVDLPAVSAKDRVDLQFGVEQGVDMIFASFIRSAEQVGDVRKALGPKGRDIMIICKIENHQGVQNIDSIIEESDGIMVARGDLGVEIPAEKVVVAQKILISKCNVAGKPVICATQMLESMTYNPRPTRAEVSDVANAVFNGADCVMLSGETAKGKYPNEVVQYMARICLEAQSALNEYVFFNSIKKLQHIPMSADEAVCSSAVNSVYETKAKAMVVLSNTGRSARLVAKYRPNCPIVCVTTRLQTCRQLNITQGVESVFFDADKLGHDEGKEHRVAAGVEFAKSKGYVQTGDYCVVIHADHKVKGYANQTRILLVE
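Pyruvate kinase activity monitored as ATP production (luciferase luminescence). Conditions: 0.1 nM enzyme, 0.5 mM PEP, 0.1 mM ADP, 1 h, RT; normalized against uninhibited and no-enzyme wells.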
AMA1 RON2 block – inhibitors of Plasmodium falciparum AMA1-RON2 interaction. AlphaScreen AMA1-biotinylated RON2 peptide binding. actives 0.2% (n = 360,000). Potency, µM (top dose mostly 58.2 µM), for inactives: top-dose activity change, negative = inhibition, most hits filed as inhibitors. AID 720542;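 also: potency is read from the fitted curve at half-maximal effect; 0% = vehicle wells and -100% = peptide control; nearly all actives have a fitted effect of over 45% in size; some results filed as inactive show a strong effect at the top dose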
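AMA1 (3D7) with his tag at 25 nM final met compounds first, then biotinylated RON2 peptide at 25 nM; detection used donor plus acceptor beads, 10 µg/mL apiece, read by AlphaScreen after 30 min at room temperature.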
Tb PYK inh – T. brucei pyruvate kinase inhibition; actives 0.12% (n = 410,000); Potency, µM (doses to about 76.8 µM), without a hit: at the top dose activity, negative = inhibition, most hits filed as inhibitors; AID 624173; TbPYK enzyme, Kinase-Glo Plus ATP luminescence, 45 min; Q57TT1; also: potency is read from the fitted curve at half-maximal effect; nearly all actives have a fitted effect of over 50% in size
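Enzyme and substrate buffer are dispensed first and compound is pin-transferred. ADP at 130 uM final then starts the reaction, which runs 45 min at room temperature. Detection reagent is added for 10 min before luminescence is imaged.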
HCV inh – inhibitors of hepatitis C virus infection; Huh7.5.1 HCVcc-Cre infection, luciferase reporter, 44 h; Potency, µM (series often up to 41.8 µM), for the others: at the top dose activity change, negative = inhibition, hits mostly inhibitors; actives 3.4% (n = 340,000); AID 651820; also: potency is read from the fitted curve at half-maximal effect
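After 44 h co-culture of compound, cells and HCVcc-Cre (~0.5 moi), substrate is added for 15 min at room temperature and luciferase measured over 15 sec. Cells were seeded at 1,000/well and pre-cultured 4 h.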
HCMV inh – blocks human cytomegalovirus replication. activity change, negative = inhibition, % at 57.5 µM. actives 4.5% (n = 410,000). HFF cells, HCMV-luciferase reporter, 72 h; active compounds read low; in the data active = activity change below about -60%; inconclusive = no clear call, values can overlap the other calls; inactive = above about -39%
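Two compound doses tested in HFFs infected with HCMV-luciferase, MOI 1 PFU/cell, 72 h at 37C. Lysate luminescence read with OneGlo; data normalized against buffer-only and 10uM Salinomycin inhibitor controls.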
* hit, by the source's call; ? = inconclusive; / = no result given; [ ] = another dose, or the depositor's remark. Unless noted, calls follow the shape of the dose curve; as a rule, active = well fitted curve in the direction sought with a large enough effect; inconclusive = small, poorly fitted or top-dose-only effect, or another doubt; inactive = no such curve, though single readings can be large; an effect the other way counts as inactive or inconclusive. Unless noted, % is scaled to controls: 0 for no effect and ±100 for the full control effect.

Preview:
SMILES	AmpC inh detg	AmpC inh no detg	LmPK inhibitor	AMA1 RON2 block	Tb PYK inh	HCV inh	HCMV inh
COc1ccc(NC(=O)C2CCCN(S(=O)(=O)c3cccs3)C2)cc1OC (stereo unspecified)	?	-22%	3%	17%	-8%	?	-24
O=C(CC(NC(=O)c1ccccc1)c1ccccc1)NCc1ccccc1 (stereo unspecified)	/	-32%	/	8%	-2%	-3%	?
Cc1ccc(NC(=O)C(=O)Nc2ccc(C)cn2)nc1	7%	-17%	6%	-1%	-7%	8%	38
COCCNC(=O)CN(c1cccc(OC)c1)S(=O)(=O)c1ccc(C)cc1	-4%	33%	-2%	-9%	-4%	17%	-30
O=c1[nH]nc(SCc2nnc(-c3ccc([N+](=O)[O-])cc3)o2)n1C1CCCCC1	11%	1%	1%	3.2µM*	0%	4%	-4
CCCCCC1CC(CC/C(C)=N/NC(N)=O)C(=O)O1 (stereo unspecified)	1%	-10%	1%	5%	-6%	-7%	-25

The listing, from the first entry:
SMILES	AmpC inh detg	AmpC inh no detg	LmPK inhibitor	AMA1 RON2 block	Tb PYK inh	HCV inh	HCMV inh
COc1ccc(NC(=O)C2CCCN(S(=O)(=O)c3cccs3)C2)cc1OC (stereo unspecified)	?	-22%	3%	17%	-8%	?	-24
O=C(CC(NC(=O)c1ccccc1)c1ccccc1)NCc1ccccc1 (stereo unspecified)	/	-32%	/	8%	-2%	-3%	?
Cc1ccc(NC(=O)C(=O)Nc2ccc(C)cn2)nc1	7%	-17%	6%	-1%	-7%	8%	38
COCCNC(=O)CN(c1cccc(OC)c1)S(=O)(=O)c1ccc(C)cc1	-4%	33%	-2%	-9%	-4%	17%	-30
O=c1[nH]nc(SCc2nnc(-c3ccc([N+](=O)[O-])cc3)o2)n1C1CCCCC1	11%	1%	1%	3.2µM*	0%	4%	-4
CCCCCC1CC(CC/C(C)=N/NC(N)=O)C(=O)O1 (stereo unspecified)	1%	-10%	1%	5%	-6%	-7%	-25
Cc1ccc(-c2nc(N)sc2CC(=O)OCC(=O)NCC2CCCO2)cc1 (stereo unspecified)	-7%	-29%	-1%	-1%	-20%	2%	-37
CC1=C(C(=O)OC(C)C)C(c2cccs2)C(C(=O)OC(C)C)=C(C)N1	-9%	-2%	3%	12%	1%	?	-24
COC(=O)Cn1cnc2c(nnn2Cc2ccc(Cl)cc2)c1=O	-17%	0%	2%	5%	-14%	22%	-32
O=C1OCC2=C1C(c1ccc3c(c1)OCO3)c1cc3c(cc1O2)OCO3 (stereo unspecified)	/	/	/	10%	3%	?	-23
O=C1CCCCC(=O)c2ccccc2N1	1%	-18%	0%	20%	7%	10%	14
O=C(CN(Cc1ccco1)S(=O)(=O)c1cccs1)Nc1ccccc1C(F)(F)F	-9%	-10%	-3%	-1%	-12%	-13%	-11
Cc1ccc(N(CC(O)CN2CCCCC2)S(=O)(=O)c2ccccc2[N+](=O)[O-])cc1 (stereo unspecified)	3%	15%	7%	4%	-1%	-6%	?
O=C1C(=O)N(CCS(=O)(=O)c2ccccc2)c2ccc(F)cc21	3%	-15%	2%	-9%	-1%	5%	?
CCSc1ccccc1C(=O)NCc1ccc(S(N)(=O)=O)cc1	-7%	-20%	6%	-4%	0%	-2%	0
CC1C(=O)CC(c2ccc([N+](=O)[O-])cc2)NC1c1ccc([N+](=O)[O-])cc1 (stereo unspecified)	0%	-7%	5%	-6%	-7%	-2%	6
O=C(OCC(=O)N1CCCCCC1)c1ccccc1Br	-1%	-5%	/	-3%	2%	0%	-35
O=C(O)CCCC(=O)Nc1ccccc1C(=O)O	-10%	-4%	-4%	-4%	3%	7%	10
O=c1[nH]c2cc3c(cc2cc1C(c1nnnn1CC1CCCO1)N1CCCCCC1)OCO3 (stereo unspecified)	6%	-16%	-1%	/	/	0%	/
N#Cc1c(F)cccc1NCc1cccnc1	-6%	-5%	-2%	-27%	1%	?	7
CC(=O)N(c1ccccc1)C(C)c1nc(C#N)c(C#N)nc1C (stereo unspecified)	-5%	-43%	5%	11%	-2%	-3%	60
CCC1SC(CC)C(=O)N(CC(=O)NC2CCCCC2)C1=O (stereo unspecified)	-18%	-7%	-1%	-8%	-20%	-8%	-9
CCCCN1c2cc(C)c(O)cc2C(C(=O)OCC)C1C (stereo unspecified)	?	-16%	-9%	-1%	-12%	?	32
COc1ccc(C2=NCC(CSc3nnnn3C)S2)cc1 (stereo unspecified)	-12%	1%	1%	5%	0%	-12%	-30
C=CCn1c(SCC(=O)Nc2ccc3c(c2)OCCO3)nnc1-c1ccccn1	-9%	-4%	3%	-21%	0%	-2%	11
O=C(N/N=C/c1ccc(OC(F)F)cc1)c1cccc(S(=O)(=O)N2CCOCC2)c1	-14%	-7%	1%	8%	0%	-17%	46
Cc1cc(C(=O)Nc2ccccc2C(F)(F)F)no1	?	1%	2%	-14%	-10%	11%	12
COc1ccccc1CN1CC(C(=O)NCCc2ccccc2Cl)CCC1=O (stereo unspecified)	?	32%	0%	0%	12%	10%	-19
Cn1ncc([N+](=O)[O-])c1C(=O)Nc1ccccc1C#N	/	/	/	42%[activator]	4%	/	?
O=C(CSc1nnc(-c2ccccc2)o1)NCC1CCCCC1	-3%	-2%	3%	3%	-5%	?	-24
CCN1C[C@]2(COC)CC[C@H](OC)[C@@]34C5C[C@H]6C(=O)C5[C@](O)(C[C@H]6OC)[C@@](O)(C(OC)C23)[C@@H]14 (stereo partly specified)	/	/	/	6%	-7%	32%[activator]	6
Cc1ccc(N2CC(=O)Nc3c(oc4nc(-c5ccccc5)cc(C)c34)C2=O)cc1	5%	-12%	5%	-6%	3%	7%	0
CCOC(=O)C1=C(C)Nc2nc(SCc3cccnc3)nn2C1c1ccc(OC)cc1 (stereo unspecified)	?	-5%	5%	20%	-7%	7%	-5
CCCOC(=O)c1ccc(Cn2nnc3sc4c(c3c2=O)CCC(C)C4)cc1 (stereo unspecified)	21%	/	/	/	-8%	/	23
Cn1c(=O)c2c(SCC(=O)Nc3cccc(F)c3)nc(-c3ccco3)nc2n(C)c1=O	3%	-9%	-4%	4%	3%	/	12
COc1ccccc1NC(=O)C1CCCCN1S(=O)(=O)c1ccc(F)cc1 (stereo unspecified)	-5%	-26%	-2%	-6%	1%	-22%	-28
O=C(NCc1ccco1)C12CN(Cc3ccccc3)CC1C(c1cccc([N+](=O)[O-])c1)=NO2 (stereo unspecified)	2%	-14%	0%	-9%	3%	-59%	11
COc1ccc(S(=O)(=O)c2ccc(O)cc2)cc1	-7%	-19%	-1%	5%	4%	15%	45
COc1ccc(-c2c(C#N)c(N)n(N)c(=O)c2C#N)cc1Cl	-4%	?	0%	62%[activator]	6%	2%	-38
Nc1nc(SCc2ccccc2)cc(SCc2ccccc2)n1	/	/	/	48%[activator]	1%	-12%	11
COc1cccc(-n2cnc3sc(C)c(C)c3c2=O)c1	-2%	-8%	-1%	-5%	-9%	12%	78
O=C(CCc1nc(-c2ccccc2F)no1)Nc1ccc(Oc2ccccc2)cc1	-12%	-17%	5%	14%	-2%	?	-64*
N#Cc1ccc(NC(=O)Cn2cnc(S(=O)(=O)N3CCc4ccccc43)c2)cc1	-9%	-26%	12%	-5%	-5%	4%	4
CC(=O)c1cc(C(c2csc(C(C)=O)c2)c2csc(C(C)=O)c2)cs1	-1%	38%	4%	1%	2%	4%	-2
CCOc1cc(/C=C(\C(=O)O)c2ccc(S(=O)(=O)N3CCCC3)s2)ccc1OC	4%	-15%	/	0%	0%	12%	0

Single records (already shown). Values in the order: AmpC inh detg | AmpC inh no detg | LmPK inhibitor | AMA1 RON2 block | Tb PYK inh | HCV inh | HCMV inh
CCOc1cc(/C=C(\C(=O)O)c2ccc(S(=O)(=O)N3CCCC3)s2)ccc1OC is listed with 4% | -15% | / | 0% | 0% | 12% | 0
O=C(CCc1nc(-c2ccccc2F)no1)Nc1ccc(Oc2ccccc2)cc1 is listed with -12% | -17% | 5% | 14% | -2% | ? | -64*
O=C(NCc1ccco1)C12CN(Cc3ccccc3)CC1C(c1cccc([N+](=O)[O-])c1)=NO2 (stereo unspecified) is listed with 2% | -14% | 0% | -9% | 3% | -59% | 11

Further records:
SMILES	AmpC inh detg	AmpC inh no detg	LmPK inhibitor	AMA1 RON2 block	Tb PYK inh	HCV inh	HCMV inh
CCCOc1ccc(F)cc1-c1cc(C(=O)NC(C)C)[nH]n1	/	/	/	2%	-7%	/	-15
CN(C)CCNc1ccc(Cl)cc1[N+](=O)[O-]	-11%	-8%	2%	11%	1%	4%	-20
CCCc1nc2ccc(Br)cn2c1Cc1cccc(Cl)c1	/	/	/	-2%	1%	/	1
CC(CCc1ccccc1)NC(=O)CN1CCOc2ccccc21 (stereo unspecified)	/	/	/	11%	5%	-16%	4
N=C1C(c2ccccc2)=C(O)CN1c1cccc(S(N)(=O)=O)c1	-5%	-15%	0%	15%	3%	30%[activator]	-3
COc1ccc(N(CC(=O)NCCSc2ccccn2)S(=O)(=O)c2ccc(C)cc2)cc1OC	-5%	84%[activator]	-5%	6%	1%	-15%	-60*
Cn1cccc1CC(=O)NNC(=O)Nc1ccc(Cl)cc1	-11%	-22%	1%	52%[activator]	-4%	16%	-11
Cc1nc(=O)c(-c2ccccc2)c(C)n1-c1ccc(C(=O)O)cc1	-12%	-20%	-1%	0%	-14%	21%	-16
COc1ccccc1CCNC(=O)c1cnn2c(C(F)F)cc(C)nc12	0%	2%	0%	2%	0%	-28%	-22
Cn1c(NC(=O)c2cccc(C(F)(F)F)c2)cc(=O)n(C)c1=O	?	-5%	3%	11%	2%	-29%	11
CCCCOP(=O)(c1ccc(N(C)C)cc1)C(O)c1cc(OC)ccc1OC (stereo unspecified)	2%	59%	1%	0%	1%	19%	?

Retrieved by structure from the entries so far (2):
SMILES	AmpC inh detg	AmpC inh no detg	LmPK inhibitor	AMA1 RON2 block	Tb PYK inh	HCV inh	HCMV inh
N=C1C(c2ccccc2)=C(O)CN1c1cccc(S(N)(=O)=O)c1	-5%	-15%	0%	15%	3%	30%[activator]	-3
Cn1c(NC(=O)c2cccc(C(F)(F)F)c2)cc(=O)n(C)c1=O	?	-5%	3%	11%	2%	-29%	11

Screens as filed in PubChem BioAssay.
